Nrf2 block: blocks Nrf2 signaling | Potency, µM (top dose mostly 46 µM), for inactives: at the top dose activity change, negative = inhibition, actives largely listed as inhibitors | AID 504444 | 2.1% of 360,000 active | A549 ARE-Fluc reporter, luciferase luminescence, 18-24 h; note: potency is the fitted concentration of half-maximal effect; % is set by controls: 0 for no effect and ±100 for the full control effect; nearly all actives have a fitted effect of over 60% in size
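A549 ARE_Fluc cells, 5000/well, 5% FBS OPTI-MEM; compounds in dose-response, 18-24 h at 37 °C/5% CO2; CellTiter-Fluor viability read (Ex 405/Em 525), then BugLite luciferase luminescence = Nrf2 activity.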
Nrf2 ARE act: Nrf2 pathway activation; AREc32 ARE-luciferase reporter (MCF7-derived line), luminescence, 24 h; Potency, µM (highest dose often 46.1 µM), for inactives: top-dose activation, actives largely listed as activators; 0.31% of 410,000 active; note: potency is the fitted concentration of half-maximal effect; % of control where 0% means no effect; nearly all actives have a fitted effect of over 65% in size
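Steps: seed AREc32_Fluc cells (1000/well, 5% FBS OPTI-MEM); incubate overnight at 37 deg C; add 23 nL compound; incubate 24 hr; add Steady-Glo; hold 30 min RT; read luminescence.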
IL-1B inflam inh: inhibitors of inflammasome signaling (IL-1 beta secretion) | 4.7% of 360,000 active | AID 743279 | THP-1 LPS/ATP IL-1B secretion, AlphaLISA, 16 h; hits give low values | activity change, % at 57.5 µM; in the data active = activity change below about -50%; inconclusive = mostly about -30% to -49%; note: % is set by controls: 0 for no effect and ±100 for the full control effect
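Secreted IL-1B measured by AlphaLISA bead assay after 16 h compound exposure of THP-1 cells; compounds (final up to 57.5 uM) added 1 h before LPS (250 ng/mL) and ATP (1.25 mM) stimulation; lower signal means less secretion.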
MCF10A rereplic: induces DNA re-replication in MCF 10a normal breast cells; MCF 10A DNA re-replication, Hoechst nuclear intensity, 48 h; Potency, µM (top dose mostly 46.1 µM), inactives show at the highest dose activity, positive = re-replication, usual class: activators; 2.9% of 350,000 active; note: potency is the fitted concentration of half-maximal effect; % of control where 0% means no effect; nearly all actives have a fitted effect of over 50% in size
ATXN2 expr inh: reduces ATXN2 reporter expression in HEK-293 cells. HEK-293 ATXN2-luciferase reporter, luminescence, 24 h. Potency, µM (series often up to 57 µM), for the others: at the top dose activity change, negative = inhibition, hits mostly inhibitors. 0.72% of 360,000 active. AID 1745845; note: potency is the fitted concentration of half-maximal effect; % is set by controls: 0 for no effect and ±100 for the full control effect; nearly all actives have a fitted effect of over 55% in size
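qHTS (up to 57 uM final) was run with 24 h compound exposure of reporter cells at 37 °C. Each well was multiplexed: SteadyGlo luminescence measured ATXN2-luciferase expression after a fluorogenic Gly-Phe-AFC viability readout (25 uM final).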
TGFb inhibitor: TGF-b pathway inhibition. HepG2 CAGA-GFP TGF-b/SMAD3 reporter, GFP fluorescence, 18 h; TGF-beta stimulated, 500 pg/mL final. Potency, µM (top dose mostly 46.1 µM), for inactives: at the top dose activity, negative = inhibition, hits mostly inhibitors. 1.2% of 410,000 active. AID 588855; note: potency is the fitted concentration of half-maximal effect; % is set by controls: 0 for no effect and ±100 for the full control effect; nearly all actives have a fitted effect of over 65% in size
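GFP signal (ex488/em500-530) from TGF-beta-stimulated HEPG2 CAGA-GFP cells, 500 pg/mL final, 18 h at 37 degrees C in DMEM plus 1% FBS, normalized to unstimulated and DMSO-stimulated controls.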
S2 tox: reduces viability in counter-screen for ATXN expression inhibitors; Potency, µM (top dose mostly 56.7 µM), usual class: cytotoxic; 0.49% of 400,000 active; S2 cells (HEK-293 line with an ATXN2-luciferase reporter) viability, CellTiter-Fluor protease fluorescence, 24 h; note: potency is the fitted concentration of half-maximal effect; nearly all actives have a fitted effect of over 40% in size
A549 viability: kills or reduces viability of A549 cells in Nrf2 counter-screen | A549 ARE-Fluc cells, CellTiter-Fluor viability, 18-24 h | Potency, µM (highest dose often 46 µM), without a hit: top-dose activity change, negative = cytotoxicity, usual class: inhibitors | 0.16% of 390,000 active | AID 504648; note: potency is the fitted concentration of half-maximal effect; % is set by controls: 0 for no effect and ±100 for the full control effect
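A549 ARE-Fluc cells in 5% FBS OPTI-MEM, 5000 cells/well, rested 2 h then exposed to compounds in concentration-response for 18-24 h at 37 °C. Viability by CellTiter-Fluor fluorescence (Ex 405/Em 525) after 30 min; luciferase luminescence (BugLite, 15 min, RT) read afterwards.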
HepG2 tox: counter-screen for TGF-b inhibitors: cytotoxicity in HepG2 cells. HepG2 CAGA-GFP viability, ATP luminescence, 18 h. Potency, µM (highest dose often 46.1 µM), for inactives: top-dose activity change, negative = cytotoxicity, usual class: cytotoxic. 0.76% of 410,000 active. AID 588856; note: potency is the fitted concentration of half-maximal effect; some results filed as inactive show a strong effect at the top dose
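HepG2 CAGA-GFP cells (1000/well, DMEM with 1% FBS) received compound, then TGF-beta at 500 pg/mL final, and were incubated 18 hours at 37 degrees C. Viability was read by CellTiter-Glo luminescence. Media-only wells were set as complete cell-killing and DMSO as no toxicity.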
Active calls of the source: *; i = inactive; ? = inconclusive; . = not tested or not shown; & = joins results of further samples; [ ] = another dose, or the depositor's remark. Unless noted, calls come from the whole dose curve; as a rule, active = well fitted curve in the direction sought with a large enough effect; inconclusive = small, poorly fitted or top-dose-only effect, or another doubt; inactive = no such curve, though single readings can be large; an effect the other way counts as inactive or inconclusive.

SMILES	Nrf2 block	Nrf2 ARE act	IL-1B inflam inh	MCF10A rereplic	ATXN2 expr inh	TGFb inhibitor	S2 tox	A549 viability	HepG2 tox
CC(=O)OCC1=C(C(=O)O)N2C(=O)C(NC(=O)C(C)Cn3nc(C)c(Cl)c3C)C2SC1 (stereo not given)	12%	5.4%	7	?	-26%	0%	?	-2%	-40%
O=C(NCCO)c1ccc2[nH]c3c(c2c1)CCCC3	3%	4.3%	-15	-3%	49%[activator]	-6%	i	2%	-52%
O=C1Nc2cc(C(=O)N3CCc4ccccc4C3)ccc2S/C1=C\c1ccccc1	?	0.4%	-5	?	-9%	-16%	i	2%	-2%
COc1cccc(C2CC(c3ccccc3Cl)Nc3ncnn32)c1 (stereo not given)	15%	2.1%	?	-3%	2%	11%	i	.	5%
CNC(=S)Nc1cccc(C(C)=O)c1	6%	0.1%	-15	0%	2%	-7%	i	-3%	1%
COc1ccc(NC(=O)N2CCCc3ccccc32)cc1OC	3%	1.5%	39	-12%	9%	-1%	i	1%	-7%
Cc1ccc(NC(=O)c2ccc(CN3CCc4ccccc4C3)cc2)cc1	?	5.5%	?	?	8%	?	i	-14%	-5%
O=C(Nc1ccc(S(=O)(=O)Nc2ncccn2)cc1)C1=COCCO1	3%	0.4%	0	-2%	4%	?	i	-2%	-4%
O=C(N/N=C/c1ccco1)C1CC1c1ccccc1 (stereo not given)	-25%	24%	-8	-13%	11%	24%	i	-2%	22%
C=CCn1cc(/C=C/c2cc[n+](C)cc2)c2ccccc21	2.3µM*	8.5%	-12	?	.	152%[activator]	.	?	-62%
C[C@H](CO)N1C[C@H](C)[C@@H](CN(C)S(=O)(=O)c2cccs2)OCc2cnnn2CCCC1=O	.	-0.9%	17	.	7%	2%	i	.	10%
CCC(C)(C)NS(=O)(=O)c1cc(CN2C(=O)c3cccnc3C2=O)ccc1OC	-21%	-0.7%	19	-3%	1%	6%	i	7%	2%

Sorted by the number under IL-1B inflam inh (low to high): three of the compounds above
SMILES	IL-1B inflam inh
C=CCn1cc(/C=C/c2cc[n+](C)cc2)c2ccccc21	-12
O=C(Nc1ccc(S(=O)(=O)Nc2ncccn2)cc1)C1=COCCO1	0
CC(=O)OCC1=C(C(=O)O)N2C(=O)C(NC(=O)C(C)Cn3nc(C)c(Cl)c3C)C2SC1 (stereo not given)	7

(list continues)
SMILES	Nrf2 block	Nrf2 ARE act	IL-1B inflam inh	MCF10A rereplic	ATXN2 expr inh	TGFb inhibitor	S2 tox	A549 viability	HepG2 tox
Cc1ccc(C)c(Cn2c(C(C)NC(=O)c3ccc(F)cc3)nc3ccccc32)c1 (stereo not given)	-1%	-1.2%	.	.	11%	-13%	i	-1%	0%
CN(C)c1ccc(CNc2nc(-c3ccco3)nn2S(C)(=O)=O)cc1	?	0.5%	.	.	.	2%	.	0%	2%
Oc1[nH]c2ccccc2c1N=Nc1ccccc1F	?	9.8%	15	?	191%[activator]	202%[activator]	i	-6%	-5%
C=CCN(C(=O)c1csnn1)C(C(=O)NCc1ccccc1)c1c(F)cccc1Cl (stereo not given)	5%	-0.2%	3	-25%	-5%	-8%	i	8%	-7%
CN(C)S(=O)(=O)c1cccc(NC(=S)NC(=O)c2ccco2)c1	?	5.7%	18	0%	32%	-7%	i	0%	-22%
CC(=O)N1CC(C)Oc2ccc(S(=O)(=O)NC(CC(=O)O)c3cc(C)ccc3C)cc21 (stereo not given)	5%	0.1%	-18	7%	4%	-1%	i	-2%	-7%
Cc1ccc2c(CN(C)Cc3cccc(Cl)c3)cc(=O)oc2c1C	-2%	8.0%	-12	21µM*	101%[activator]	-14%	.	8%	-34%
CC(C)NC[C@@H](O)COc1ccc(CC(N)=O)cc1	-8%	-0.6%	1	-16%	-10%&8%	-19%	i	?	10%
COc1ccc(Nc2c3c(nc4nncn24)CCC3)cc1OC	-4%	5.6%	.	.	.	.	.	-2%	-26%
CCC1CCCCN1C(=O)CCS(=O)(=O)c1ccccc1 (stereo not given)	?	-0.8%	12	0%	40%[activator]	19%	i	6%	5%
CCOc1ccc(NC(=O)C(NS(=O)(=O)c2cccc3nsnc23)c2ccccc2)cc1 (stereo not given)	.	-0.3%	.	.	.	-8%	.	-9%	-8%
CCc1cc2c(=O)n(Cc3ccco3)c(SCC(=O)NCC3CCCO3)nc2s1 (stereo not given)	?	3.6%	-6	3%	-21%	-10%	i	-14%	-19%
O=C(Nc1cc(S(=O)(=O)N2CCOCC2)ccc1Cl)C(=O)c1c(-c2ccccc2)cc2ccccn12	-19%	-0.4%	-25	4%	.	-12%	.	-15%	-1%
COc1ccccc1NC(=O)COC(=O)CCn1c(C)csc1=O	-2%	-0.6%	7	-14%	5%	-16%	i	1%	-3%
CN(CC(=O)Nc1cccc(F)c1)C(=O)c1ccc(N2C(=O)c3ccccc3C2=O)cc1	8%	-0.4%	-5	2%	6%	-2%	i	10%	-2%
CCn1c(SCC(=O)Nc2ccc(C)cc2)nnc1-c1cnccn1	-14%	0.0%	-11	-5%	8%	9%	i	-3%	11%
O=C(CN1CCN(S(=O)(=O)/C=C/c2ccccc2)CC1)Nc1ccc(N2CCOCC2)cc1	23%	3.4%	-9	7%	.	3%	i	1%	-5%
CCc1ccc(OCC(=O)N/N=C/c2cc([N+](=O)[O-])ccc2N2CCOCC2)cc1	?	0.3%	-16	?	?	-4%	?	?	0%
COc1ccc(C(CCO)NC(=O)c2cccs2)cc1OC (stereo not given)	-5%	-0.5%	13	0%	-14%	5%	i	-2%	-33%
c1ccc(N2CCCCC2)c(Nc2nc3ccccc3n3cnnc23)c1	?	4.3%	58	12µM*	16%	1%	i	1%	5%
CC(c1ccc(F)cc1)n1c(-c2cccs2)n[nH]c1=S (stereo not given)	-2%	-0.6%	17	0%	-18%	?	i	0%	25%
Cc1cc(-n2c(C)nc3ccccc3c2=O)ccc1NC(=O)c1cccc([N+](=O)[O-])c1C	.	0.5%	.	.	9%	0%	i	9%	1%
COC(=O)c1cc2n(n1)CCN(Cc1ccc(F)cc1)C2=O	3%	-0.1%	1	-4%	-6%	-48%	i	2%	-33%
CCCOc1c(Cl)cc(C(=O)Nc2ccc3c(c2)OCO3)cc1OCC	?	-0.6%	-56*	0%	-31%	?	i	?	-52%

Compound profiles, from the list above. Order of values: Nrf2 block	Nrf2 ARE act	IL-1B inflam inh	MCF10A rereplic	ATXN2 expr inh	TGFb inhibitor	S2 tox	A549 viability	HepG2 tox
Profile of `O=C1Nc2cc(C(=O)N3CCc4ccccc4C3)ccc2S/C1=C\c1ccccc1` = ?	0.4%	-5	?	-9%	-16%	i	2%	-2%
Profile of `CCC(C)(C)NS(=O)(=O)c1cc(CN2C(=O)c3cccnc3C2=O)ccc1OC` = -21%	-0.7%	19	-3%	1%	6%	i	7%	2%

Remaining list, next part:
SMILES	Nrf2 block	Nrf2 ARE act	IL-1B inflam inh	MCF10A rereplic	ATXN2 expr inh	TGFb inhibitor	S2 tox	A549 viability	HepG2 tox
CC(Oc1ccc(Br)cc1)c1nc2c3ccccc3nc(=S)n2[nH]1 (stereo not given)	?	?	14	?	-22%	?	i	7%	-6%
O=C(CN1CCN(C(=O)C2CCCO2)CC1)Nc1ccc(F)cc1 (stereo not given)	13%	-0.3%	0	-9%	0%	12%	i	16%	-14%
CCc1ccc(OCc2nc(-c3ccc(OC)cc3)no2)c(Br)c1	.	6.2%	.	.	.	0%	.	14%	-42%
COCCNC(=O)CN1CCC(NC(=O)C(C)(C)C)CC1	2%	-0.5%	9	?	-9%	-2%	i	1%	-2%
C[C@@H]1CN([C@@H](C)CO)S(=O)(=O)c2ccc(Br)cc2O[C@H]1CN(C)C(=O)c1ccncc1	.	-1.0%	26	.	5%	2%	i	.	9%
CC1(C(=O)NS(=O)(=O)Cc2cccc(Cl)c2)CCN1C(=O)Cc1ccc(-c2ccccc2)cc1 (stereo not given)	.	-1.1%	23	.	-2%	17%	i	.	-11%
COc1ccc(-n2c(COc3ccc(C)cc3)nnc2SCC(N)=O)cc1	.	2.5%	-3	5%	0%	0%	i	?	33%
CCCCN(C=O)c1c(CC)nc2c(OCC(=O)C(C)(C)C)cccn12	.	-1.0%	26	.	5%	22%	i	.	2%
CCSc1nc2ccccc2n1C(=O)Oc1ccccc1	-5%	0.3%	-7	14%	-11%	-7%	i	-10%	-14%
CSc1ncccc1C(=O)Nc1cc(C)ccn1	?	7.9%	0	2%	15%	-15%	i	2%	-29%
Cc1ccc(SCC(=O)OCC(=O)N2CCN(C(=O)c3ccco3)CC2)c(C)c1	1%	-0.7%	0	11%	5%	-2%	i	8%	-13%
COC(=O)c1[nH]c2ccc(C)cc2c1NC(=O)Nc1ccc(OC)cc1	23%	0.1%	17	-8%	1%	0%	i	0%	-5%
COc1ccc(C(=O)/C(=C/N(C)C)S(=O)(=O)c2ccccc2)cc1	?	-0.2%	-14	-3%	-7%	-3%	i	8%	0%
Cc1ccc(C(C)C)c(OCC(=O)NNCC(=O)Nc2cccc(F)c2)c1	-1%	4.1%	?	?	-10%	?	i	-9%	-57%
C=CCOC(=O)C1=C(C)Nc2nnnn2C1c1cccs1 (stereo not given)	-15%	0.0%	41	17%	-4%	12%	i	-9%	3%
c1ccc(COc2ccc(OCCCCN3CCCC3)cc2)cc1	1%	-0.2%	-7	?	-2%	-15%	i	-10%	-20%
O=C(NCc1ccco1)c1ccc2snnc2c1	9%	3.0%	16	2%	8%	11%	i	3%	-4%
O=C(OCc1ccccc1)N1CCC2CC1c1cc(-c3cc4ccccc4o3)ccc12 (stereo not given)	.	0.2%	43	.	13%	6%	i	.	-20%
CCNC(=S)N/N=C(\C)c1cc2ccccc2o1	11%	7.3%	-52*	-4%	52%[activator]	?	i	16%	-20%
CCCn1c2c(c(O)c(C(=O)NC)c1=O)CCCC2	4%	-0.1%	43	3%	4%	39%[activator]	i	2%	17%
CCOC(=O)/C(C#N)=C/C=C1\C=Cc2ccccc2N1CC	-21%	-0.2%	?	20%	.	3%	?	?	-1%
